# Screens deposited in PubChem by School of Medicine, Boston University.
# PL biosyn Enam – blocks phospholipid synthesis in CHO cells, Enamine compounds; calls only at 10 µM; ZR-82 CHO cells, pyrene fatty acid UV survival, CellTiter Blue; peroxisome-deficient CHO-K1 mutant line; plus DGAT-1, DGAT-2 and ACAT inhibitors; 20,000 tested, 0.4% active;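 active = cell survival signal 2 SD away from solvent-only control wells, confirmed on one or two retests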;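 also: 3 h compound exposure then viability read about one day after UV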
# Calls only; i = inactive.
SMILES,PL biosyn Enam
Brc1ccc2nc(-n3nc4ccccc4n3)nc(-c3ccccc3)c2c1,i
Cc1cc(C)c(-c2csc(N)n2)c(C)c1,i
COCCn1c(C)csc1=Nc1cccnc1,i
Cc1occc1-c1nnc(SCc2cc3c(cc2Br)OCO3)o1,i
O=c1c2ccsc2ncn1Cc1nc(-c2cccs2)no1,i
CCOC(=O)c1[nH]c(C)c(C(=O)OCC)c1C,i
C[n+]1cn(-c2nc3ccccc3nc2[N-]S(=O)(=O)c2cccc([N+](=O)[O-])c2)c2ccccc21,i
c1ccc(-c2cc(=Nc3ccc4c(c3)OCO4)c3ccccc3o2)cc1,i
Cc1cc(C(=O)CSc2nnc(C3CC3)n2C2CC2)c(C)n1C1CC1,i
Oc1ccc(N=Cc2ccc(F)c(F)c2)cc1N=Cc1ccc(F)c(F)c1,i
c1ccc(N2N=C(c3cccs3)CC2c2ccco2)cc1 (stereo not given),i
C=CCNC(=O)NC(=O)COC(=O)CCNC(=O)c1ccco1,i
c1ccc(C2C3=C(Nc4ncnn42)c2ccccc2OC3)cc1 (stereo not given),i
C(=C\c1cccc2cccc(/C=C/c3ccccc3)c12)/c1ccccc1,i
FC(F)(F)c1ccc(N2CCCNCC2)nc1,i
Oc1c(Cl)cc(Cl)cc1C1=NNC(c2ccc(Cl)cc2)C1 (stereo not given),i
O=C(CSc1nnc(C2CC2)n1C1CC1)Nc1ccnn1C1CCCC1,i
Cc1cccc(N=Nc2c(C)nn(-c3ccccc3)c2N)c1C,i
O=S(=O)(c1cc(Cl)ccc1Cl)N(Cc1ccco1)C(F)F,i
S=c1oc(C2COc3ccccc3O2)nn1CN(Cc1ccccc1)Cc1ccccc1 (stereo not given),i
Cn1c(=O)cc2c3c(c(Br)ccc31)C(=O)c1ccccc1-2,i
CC1CCC2(CC1)NC(=O)N(CC(=O)Nc1sc3c(c1C(N)=O)CCC3)C2=O (stereo not given),i
O=S(=O)(Nc1nc2ccc(F)cc2s1)c1cccc(Cl)c1Cl,i
C=CCn1c(COc2ccc(F)cc2)n[nH]c1=S,i
CN(C1CCCc2ccccc21)S(=O)(=O)c1ccc(F)c(F)c1 (stereo not given),i
# Following part:
SMILES,PL biosyn Enam
COc1cc(OC)c(OC)cc1/C=N/n1c(-c2ccc3c(c2)OCCO3)csc1=NCC1CCCO1 (stereo not given),i
COc1cc(OC)c(/C=N/n2c(-c3ccc(Cl)cc3)n[nH]c2=S)c(OC)c1,i
O=C1C(=O)N(CN2CCc3sccc3C2c2cccs2)c2ccc(F)cc21 (stereo not given),i
Fc1ccc(-c2cnc(CSc3nnc(C4CC4)n3C3CC3)o2)cc1,i
S=c1[nH]c2cc(Cl)cnc2[nH]1,i
CCCn1c(SCC(=O)C(C)(C)C)n[nH]c1=O,i
O=C(CCCCCCCC(=O)NC1CCCCC1)NC1CCCCC1,i
O=[N+]([O-])c1ccc(C2=CSC3=NS(=O)(=O)CCN23)cc1,i
CCN(CC)P(=O)(C1=C(N2CCOCC2)C(P(=S)(c2ccccc2)c2ccccc2)CCC1)N(CC)CC (stereo not given),i
Cn1c(=O)c2c(SCC(=O)C(C)(C)C)nc(C(C)(C)C)nc2n(C)c1=O,i
c1ccc(-c2cn3nc(CN4CCCc5ccccc54)n4c3c2CCCC4)cc1,i
CCCN(CCC)CC(O)COC1CCC(C(C)(C)C)CC1 (stereo not given),i
O=C(COC(=O)C12CC3CC(CC(Br)(C3)C1)C2)c1ccc(Br)s1,i
Cc1c(C(=O)OCc2cc(=O)n3cc(Br)ccc3n2)sc2nc3n(c(=O)c12)CCC3,i
Oc1c(C(c2cccnc2)N2CCCC2)ccc2cccnc12 (stereo not given),i
O=[N+]([O-])c1ccc(SNc2ccc(C(F)(F)F)cc2[N+](=O)[O-])cc1,i
O=[N+]([O-])c1ccc(C2Oc3ccccc3C3CC(c4ccc5c(c4)OCCO5)=NN32)cc1 (stereo not given),i
COc1ccc(-c2nnc(SCc3cc4c(cc3Br)OCO4)o2)cc1,i
Fc1ccc(C2=CC(c3cccc(Br)c3)n3ncnc3N2)cc1 (stereo not given),i
C=CCN1C(=S)N(c2ccc(Cl)cc2)C2CS(=O)(=O)CC21 (stereo not given),i
c1ccc(-c2cnc(CSc3nnnn3C3CC3)o2)cc1,i
Cn1cccc1C(=O)OCC(=O)c1ccc(Br)s1,i
CS(=O)(=O)N1CCCc2cc(-c3csc(N)n3)ccc21,i
Cc1sc2nc(CSc3nnnn3C3CCCC3)[nH]c(=O)c2c1C,i
CCCCCCCC1(C)NC(=O)N(CC(=O)Nc2cc(C)on2)C1=O (stereo not given),i
# Further structures.
SMILES,PL biosyn Enam
O=C(OC1c2ccccc2-c2ccccc21)C1COc2ccccc2O1 (stereo not given),i
C=CCNC(=S)NS(=O)(=O)c1ccc(Br)cc1,i
CCN(C(=O)Cn1cnc2c1c(=O)n(C)c(=O)n2C)C1CCS(=O)(=O)C1 (stereo not given),i
CCCCn1c(=S)nnc2c3ccccc3[nH]c21,i
COCCn1c(O)c(C=NCC(OC)OC)c(=O)[nH]c1=S,i
CN(C(=O)CSc1ncnc2sc3c(c12)CCC3)C1CCS(=O)(=O)C1 (stereo not given),i
Fc1ccc(-c2n[nH]c(=S)n2-c2ccc(F)cc2)cc1,i
COc1ccc(C(=O)C2=C3SC=C(c4ccc(Br)cc4)N3CC2)cc1OC,i
Cc1cc(-c2nnc(CN3CCc4sccc4C3c3cccs3)o2)c(C)o1 (stereo not given),i
Cn1c(N)c(-c2nc(C3CCCC3)c(C(=O)c3ccc(Br)s3)s2)c(=O)n(C)c1=O,i
O=C(Cc1coc2cc3c(cc12)CCC3)Nc1cc(F)ccc1F,i
C=Cn1ccnc1P(=S)(c1ccc2c(c1)c1ccccc1n2CC)c1nccn1C=C,i
O=[N+]([O-])c1cc(S(=O)(=O)N2CCCC2)ccc1N/N=C/c1ccco1,i
Cc1cc(CSc2nnc(-c3ccc[nH]3)o2)no1,i
Cn1cnc([N+](=O)[O-])c1NCc1ccc(F)cc1,i
O=c1[nH]c(-c2cccs2)nc2sc3c(c12)CCCC3,i
c1ccc(-c2nnc(CSc3nnc(C4CC4)n3C3CC3)o2)cc1,i
Fc1ccc(-c2c[nH]c(=S)[nH]2)cc1,i
COCCOP(=Nc1cc([N+](=O)[O-])ccc1OC)(c1ccc(C)o1)C(C)(C)C (stereo not given),i
O=C1/C(=C/c2ccco2)Sc2ccccc21,i
c1ccc(CSc2nn3cc(-c4ccccc4)nc3s2)cc1,i
Cc1nc2ccccn2c1P(=Nc1c(Cl)cccc1Cl)(Oc1ccc(Br)cc1)c1ccccc1 (stereo not given),i
C=C1C(C(=O)NCc2ccco2)C1C(=O)NCc1ccco1 (stereo not given),i
COCCN=c1scc(-c2ccco2)n1/N=C/c1cc(Br)c(O)c(OC)c1,i
COC(=O)C1=C(C)NC(C)=C(C(=O)OC)C1C(=O)O,i
# (continued)
SMILES,PL biosyn Enam
Cc1nn(-c2ccccc2)c(C)c1P(=Nc1ccc(F)cc1)(c1ccccc1)C(C)(C)C (stereo not given),i
COc1ccc(C2=CC(c3ccc(OC)cc3)n3nnnc3N2)cc1 (stereo not given),i
CC1(C)CC2=NN(c3ccccc3)P(=O)(N3CCCCCC3)C2=C(N2CCCC2)C1 (stereo not given),i
c1csc(-c2noc(CSc3ccc4c(c3)OCCO4)n2)c1,i
O=C1CC(=O)N2C=CC=CC2=N1,i
Oc1ccccc1OCCOCCOCCOc1ccccc1O,i
S=c1[nH]ncn1-c1cccc(Cl)c1,i
c1cncc(-c2nc(-c3ccc4c(c3)OCO4)cs2)c1,i
Nc1nc(N)nc(SCC(=O)Nc2ccc3[nH]c(=O)[nH]c3c2)n1,i
O=[N+]([O-])c1ccc(-n2nncc2C23CC4CC(CC(C4)C2)C3)cc1,i
COC(=O)Cc1csc(N)n1,i
CN(C)c1ccc(Nc2ccc(S(=O)(=O)C(F)(F)F)cc2[N+](=O)[O-])cc1,i
Cc1ccc(Cn2ncc3c(C(F)(F)F)cc(-c4ccco4)nc32)o1,i
C(=C1/CCCc2c1nc1ncnn1c2-c1ccccc1)/c1ccccc1,i
Cc1csc2nc(CSCC(=O)NC(C)C)cc(=O)n12,i
C=CCn1c(-c2ccc(Cl)cc2Cl)csc1=Nc1ccc(Cl)cc1,i
CN1C(=O)/C(=C\c2coc3ccccc3c2=O)c2ccccc21,i
Nc1ccc(S(=O)(=O)NC2=NCCCCC2)cc1N,i
CCc1cc2c(SCc3cc(=O)n4c(C)csc4n3)ncnc2s1,i
CNC(=O)CN=Cc1c(O)n(CCOC)c(=S)[nH]c1=O,i
CC(=O)N1CN(CCC(C)C)Cc2c1sc1c2CCCC1,i
N=c1sccn1CC(=O)NCc1cccs1,i
c1ccc2nc(CSc3nnnn3C3CC3)ccc2c1,i
CC(C)(C)NC(=O)NC(=O)COC(=O)C1CC2CCCC(C1)C2=O (stereo not given),i
O=C(O)Cn1c(=O)oc2ccccc21,i

# Retrieved by compound from the entries so far, twelve records:
SMILES,PL biosyn Enam
O=C1CC(=O)N2C=CC=CC2=N1,i
CC(=O)N1CN(CCC(C)C)Cc2c1sc1c2CCCC1,i
C(=C1/CCCc2c1nc1ncnn1c2-c1ccccc1)/c1ccccc1,i
N=c1sccn1CC(=O)NCc1cccs1,i
c1csc(-c2noc(CSc3ccc4c(c3)OCCO4)n2)c1,i
CNC(=O)CN=Cc1c(O)n(CCOC)c(=S)[nH]c1=O,i
CN(C)c1ccc(Nc2ccc(S(=O)(=O)C(F)(F)F)cc2[N+](=O)[O-])cc1,i
O=C(O)Cn1c(=O)oc2ccccc21,i
O=[N+]([O-])c1ccc(-n2nncc2C23CC4CC(CC(C4)C2)C3)cc1,i
C=CCn1c(-c2ccc(Cl)cc2Cl)csc1=Nc1ccc(Cl)cc1,i
CN1C(=O)/C(=C\c2coc3ccccc3c2=O)c2ccccc21,i
COc1ccc(C2=CC(c3ccc(OC)cc3)n3nnnc3N2)cc1 (stereo not given),i

# Carrying on:
SMILES,PL biosyn Enam
O=C(C[n+]1cc(Br)cc(Br)c1)c1ccc(I)cc1,i
O=[N+]([O-])c1cccc(C2=Nn3c(Cc4ccccc4)nnc3SC2)c1,i
CC(=O)C1=C(C)OC2(O)c3ccccc3C(=O)C12O (stereo not given),i
COc1ccc(-n2nnn(CN3CC(C)OC(C)C3)c2=S)cc1 (stereo not given),i
CC(C)(C)c1ccc(/C=N/n2c(-c3ccc(Cl)cc3Cl)n[nH]c2=S)cc1,i
CC(C)n1nnnc1SCC(=O)N(C)C1CCS(=O)(=O)C1 (stereo not given),i
O=C(CC12CC3CC(CC(Br)(C3)C1)C2)Nc1nncs1,i
O=S(=O)(c1ccc2c(c1)OCCO2)N1CCOCC1,i
COc1ccc(-c2nnc(SCc3nnc(-c4cc(OC)c(OC)c(OC)c4)o3)o2)cc1,i
O=S1(=O)CCC(NC2CCCCC2)C1 (stereo not given),i
CCN(CC)CCNC(=O)c1cc2c(=O)n3ccccc3nc2s1,i
S=c1[nH]c2cc(Br)cnc2[nH]1,i
CN(Cc1cc(=O)n2c3c(sc2n1)CCCC3)Cc1nc2ccccc2c(=O)[nH]1,i
C[n+]1cccnc1N,i
O=S(=O)(NCC1(N2CCOCC2)CCCCC1)c1ccc2c(c1)OCCO2,i
O=S(=O)(c1ccc(Br)s1)N1CCCC1c1ccc2c(c1)OCCO2 (stereo not given),i
c1ccc(-n2nc(SCC3COc4ccccc4O3)nc2C2CC2)cc1 (stereo not given),i
CCC(C)C(NC(=O)OC(C)(C)C)C(=O)NCc1ccco1 (stereo not given),i
CC(N=C1NS(=O)(=O)c2ccccc21)C(=O)OC1CCOC1=O (stereo not given),i
Cc1ccc(C)n1C(C)C1CC2CCC1C2 (stereo not given),i
S=C(Nc1ccc2oc3ccccc3c2c1)Nc1ccc(Cl)cc1Cl,i
CC(OC(=O)C12CC3CC(CC(O)(C3)C1)C2)C(N)=O (stereo not given),i
CSc1nc(C)c(CC(=O)O)s1,i
O=C(OCc1cc(=O)n2ccsc2n1)c1ccc([N+](=O)[O-])o1,i
CCN(CC(=O)NC1CCS(=O)(=O)C1)C(=O)Cn1cnc2sc(C)c(C)c2c1=O (stereo not given),i
# (more compounds)
SMILES,PL biosyn Enam
Cc1cc2nc(Nc3nc4ccccc4c(=O)[nH]3)nc(C)c2cc1C,i
O=[N+]([O-])c1ccc2[nH]c(O)c(N=Nc3ncnc4c3cnn4-c3ccccc3)c2c1,i
O=C(OCC(=O)N1CCCCC1)c1cc(=O)[nH]c(=O)[nH]1,i
CCCc1cc(C(=O)Nc2nnc(CC)s2)sc1C,i
CN(C)P(=NC(=S)Nc1ccc(S(=O)(=O)Nc2ncccn2)cc1)(c1ccncc1)N(C)C,i
O=[N+]([O-])c1cc2c(c(CSc3nnc(-c4ccco4)o3)c1)OCOC2,i
CN1CCN(/N=C/c2cc(Br)c(O)c(Br)c2)CC1,i
O=C(NC1CC1)c1c(NC(=O)C23CC4CC(CC(C4)C2)C3)sc2c1CCCC2,i
O=C1C=CC(=NS(=O)(=O)c2cc(Cl)c(Cl)cc2Cl)C=C1,i
CN1CCN(/C=C/C(=O)C(F)(F)F)CC1,i
CCC(C)N1C(=O)/C(=C/c2c(N3CCCCC3)nc3ccccn3c2=O)SC1=S (stereo not given),i
FC(F)(F)c1cnc(N/N=C(\c2ccccc2)c2ccccn2)c(Cl)c1,i
O=C(Nc1ccc(Br)cc1)NC1(C(F)(F)F)Oc2ccc(Cl)cc2O1 (stereo not given),i
COc1ccc2c(=O)c(Oc3ccc(Cl)cc3)coc2c1,i
O=c1ccc(Br)cn1Cc1nnc(-c2cccs2)o1,i
O=C(OCc1nc2sc3c(c2c(=O)[nH]1)CCCC3)/C(=C/c1cccs1)c1cccs1,i

# Laid out differently: entries from further up.
smiles: C=CCNC(=O)NC(=O)COC(=O)CCNC(=O)c1ccco1
  PL biosyn Enam: i
smiles: CN1CCN(/C=C/C(=O)C(F)(F)F)CC1
  PL biosyn Enam: i
smiles: COc1ccc(C2=CC(c3ccc(OC)cc3)n3nnnc3N2)cc1 (stereo not given)
  PL biosyn Enam: i
smiles: O=S(=O)(c1ccc(Br)s1)N1CCCC1c1ccc2c(c1)OCCO2 (stereo not given)
  PL biosyn Enam: i

# This is a subset; rates above refer to the full screens.
